Compound activity: PubChem, several laboratories
L major viab: Leishmania major promastigote growth inhibition, primary screen; 9% of 200,000 active; inhibition, % at 10 µM; Leishmania major promastigotes, resazurin fluorescence viability; in the data active = inhibition above about 50%;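 also: promastigotes grown with compound for 44 hours at 28 °C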
bIAP act: bovine intestinal alkaline phosphatase activators, primary screen, biochemical, bovine IAP, CDP-star luminescence; alkaline phosphatase, intestinal [Bos taurus]; purified bovine IAP, 30 min; hits give high values; fold of DMSO-control signal, blank-subtracted; activation factor at 20 µM; 0.17% of 200,000 active; AID 1016, 2008;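 active = activation factor of 2 or more at 20 µM, a signal rise over negative controls twice the positive control's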
PMI activator: activators of human PMI, primary screen, biochemical, fluorescence intensity, near-Km mannose 6-phosphate. Mannose-6-phosphate isomerase (Homo sapiens), P34949. purified human PMI, coupled resazurin fluorescence, 20 min; hits give high values; 1 = vehicle control, 0 substrate-free wells. activation factor at 20 µM. 0.005% of 190,000 active;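 active = activation factor of 2 or more at 20 µM, relative to plate controls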
Target sequence (P34949 whole entry, looked up): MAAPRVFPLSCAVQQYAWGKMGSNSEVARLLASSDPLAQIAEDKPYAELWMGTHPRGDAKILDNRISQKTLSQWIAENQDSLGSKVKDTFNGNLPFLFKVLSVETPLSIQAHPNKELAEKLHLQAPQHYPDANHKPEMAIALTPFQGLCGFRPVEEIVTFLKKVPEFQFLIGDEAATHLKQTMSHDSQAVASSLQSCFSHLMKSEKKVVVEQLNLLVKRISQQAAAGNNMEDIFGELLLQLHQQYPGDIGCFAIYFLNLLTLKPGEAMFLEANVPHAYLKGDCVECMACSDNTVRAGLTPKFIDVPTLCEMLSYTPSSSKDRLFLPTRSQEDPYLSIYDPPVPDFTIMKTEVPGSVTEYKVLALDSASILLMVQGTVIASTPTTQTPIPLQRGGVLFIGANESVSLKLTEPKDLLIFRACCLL
TNAP inh noacc: human TNAP enzyme inhibitors, primary screen, biochemical, luminescent, no phosphate acceptor, uHTS; Alkaline phosphatase, tissue-nonspecific isozyme (Homo sapiens), P05186; purified TNAP, CDP-star luminescence, 30 min; inhibition, % at 20 µM; 0.26% of 200,000 active;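 active = tissue-nonspecific alkaline phosphatase inhibition above about 50% at 20 µM in the single-dose screen, limit read from the data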;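 also: 0% = DMSO negative control and 100% = EDTA positive control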
Target sequence (P05186 whole entry, looked up): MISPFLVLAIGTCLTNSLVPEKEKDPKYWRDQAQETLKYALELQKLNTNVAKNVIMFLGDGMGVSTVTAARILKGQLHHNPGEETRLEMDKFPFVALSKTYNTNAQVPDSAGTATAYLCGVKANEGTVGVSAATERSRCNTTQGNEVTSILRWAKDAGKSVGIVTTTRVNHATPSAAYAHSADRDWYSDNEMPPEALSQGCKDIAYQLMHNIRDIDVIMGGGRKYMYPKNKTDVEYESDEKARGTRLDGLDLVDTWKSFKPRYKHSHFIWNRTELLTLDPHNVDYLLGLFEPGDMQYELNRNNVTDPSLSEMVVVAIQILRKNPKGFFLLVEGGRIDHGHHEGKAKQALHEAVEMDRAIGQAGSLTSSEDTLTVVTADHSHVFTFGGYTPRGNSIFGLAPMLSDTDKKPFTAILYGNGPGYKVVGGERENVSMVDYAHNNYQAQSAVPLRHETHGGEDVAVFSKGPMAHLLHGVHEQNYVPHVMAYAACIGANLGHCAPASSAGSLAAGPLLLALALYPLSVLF
PMI act satM6P: human PMI activators, high substrate, primary screen, biochemical, fluorescence intensity, near-saturating mannose 6-phosphate | coupled PMI enzyme assay, resazurin fluorescence, 20 min; hits give high values; 1 = untreated enzyme, 0 = substrate-free blank | activation factor at 20 µM | 0.34% of 190,000 active;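 active = activation factor of 2 or more at 20 µM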
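Material: human phosphomannose isomerase with PGI, G6PDH, diaphorase coupling enzymes; amount: PMI at 15 ng/mL final; also added: Mannose-6-phosphate 1.0 mM (near-saturating) plus 0.22 mM NADP+; incubation: enzyme reaction with compound 20 min at room temperature; signal: resorufin fluorescence (Ex 544/Em 590 nm) from resazurin via diaphorase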
bIAP inh: bovine intestinal alkaline phosphatase inhibitors, primary screen, selectivity assay for TNAP inhibitor project, biochemical, bovine IAP, CDP-star luminescence; AID 1019, 2008; 190,000 tested, under 10 active; purified bovine IAP, 30 min; inhibition, % at 20 µM;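 active = over 50% inhibition of intestinal alkaline phosphatase at 20 µM in the single-dose screen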
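System: purified bovine intestinal alkaline phosphatase (IAP) enzyme; Input: IAP diluted 1/65,000,000 in the well; Measured by: CDP-star luminescence signal; Compound dosing: 20 µM single dose; Incubation: 30 min reaction at room temperature.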
Diaphorase act: compounds boosting diaphorase resazurin reduction – biochemical, uHTS, resorufin fluorescence, counter-screen for diaphorase-coupled primary assays, primary screen. activation factor at 20 µM. Diaphorase/resazurin coupled assay, 16 min; hits give high values; 1 = vehicle wells, 0 = NADH-free wells. 0.005% of 190,000 active;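 active = diaphorase activity raised at least twofold by the compound at 20 µM; inactive = activation factor below 2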
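Material: purified diaphorase enzyme from Clostridium kluyveri; Also added: 0.114 mM NADH and 0.1 mM resazurin, final amounts; Doses: single compound dose of 20 µM, 1% DMSO final; Times: 16 min enzyme reaction, ambient temperature; Detection: resorufin fluorescence, excitation 544 nm, emission 590 nm; Measure: increased resorufin signal from activators or reducing compounds.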
TNAP inh hi DEA: human TNAP enzyme inhibitors, primary screen, biochemical, luminescent, high phosphate acceptor level, uHTS | Alkaline phosphatase, tissue-nonspecific isozyme (Homo sapiens), P05186 | purified TNAP, CDP-star luminescence, 1 M DEA | inhibition, % at 20 µM | 0.03% of 200,000 active | AID 1135, 2008;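 active = over 50% inhibition of tissue-nonspecific alkaline phosphatase at 20 µM in the single-dose screen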;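 also: plate controls were DMSO wells for no effect and EDTA-quenched wells as full inhibition for full effect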
Diaph inh CS: diaphorase inhibitors and chemical oxidizers, primary screen, counter-screen for diaphorase-coupled primary assays, biochemical, uHTS, resorufin fluorescence. diaphorase resazurin-to-resorufin fluorescence, NADH, 16 min; bacterial (C. kluyveri) enzyme, not human. inhibition, % at 20 µM. 0.69% of 190,000 active. AID 1217, 2008;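 active = primary screen inhibition at 20 µM above a set limit, cut at about 50% in these data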;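 also: plate controls were DMSO with full reaction for no effect and wells lacking NADH for full effect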
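Benchmarks: positive control wells lacking NADH, neutral wells with DMSO only. System: bacterial diaphorase enzyme (C. kluyveri). Input: 0.14 U/mL diaphorase, enzyme working solution. Detection: resorufin fluorescence, excitation 544 nm, emission 590 nm. Times: 16-min room-temperature incubation before reading.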
TNAP act hi DEA: TNAP activators at high phosphate acceptor level, primary screen, biochemical, luminescence, uHTS. AID 1136, 2008. Alkaline phosphatase, tissue-nonspecific isozyme (Homo sapiens), P05186. activation factor at 20 µM. 200,000 tested, under 10 active. purified TNAP, CDP-star luminescence, 1 M DEA, 30 min; hits give high values; 0 = EDTA background, 1 = DMSO-only activity;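 active = activation factor at least 2 at 20 µM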
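system = human TNAP | amount = enzyme diluted 1/800 final | reagent = 100 µM CDP-star substrate | signal = luminescent substrate turnover signal | dosing = one dose, 20 µM | benchmarks = EDTA negative control, DMSO positive control | measure = activation factor | timing = 30 min reaction, room temperature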
* marks the source's active call; other numbers are inactive results; . = not tested or not shown.

The opening 2 records (preview)
SMILES	L major viab	bIAP act	PMI activator	TNAP inh noacc	PMI act satM6P	bIAP inh	Diaphorase act	TNAP inh hi DEA	Diaph inh CS	TNAP act hi DEA
C=CCNC(=O)CNS(=O)(=O)c1ccc(F)cc1	-7	0.9	0.9	-11	1	8	1	-2	-3	1
Cn1c(Cc2ccccc2)nnc1SCC(=O)Nc1cccc(S(=O)(=O)NC2=NCCCCC2)c1	-4	0.9	0.9	-3	1	8	0.9	-1	11	1

All compounds of this part, from the start:
SMILES	L major viab	bIAP act	PMI activator	TNAP inh noacc	PMI act satM6P	bIAP inh	Diaphorase act	TNAP inh hi DEA	Diaph inh CS	TNAP act hi DEA
C=CCNC(=O)CNS(=O)(=O)c1ccc(F)cc1	-7	0.9	0.9	-11	1	8	1	-2	-3	1
Cn1c(Cc2ccccc2)nnc1SCC(=O)Nc1cccc(S(=O)(=O)NC2=NCCCCC2)c1	-4	0.9	0.9	-3	1	8	0.9	-1	11	1
O=C(COC(=O)c1n[nH]c2ccccc12)NC(=O)NC1CCCC1	8	0.7	0.9	25	1	27	0.9	2	12	1
O=C(COc1ccc(Cl)cc1Cl)Nc1ccccc1NS(=O)(=O)c1cccs1	5	1.1	1.1	-10	0.9	-15	1	-5	-4	1
CN(CC(=O)OCC(=O)NC(=O)c1cccn1C)S(=O)(=O)c1ccc(Cl)cc1	-5	0.9	0.9	-6	1	6	0.9	-1	11	1
CCCCn1c(SCC(=O)NCc2ccco2)nc2ccc(N3CCOCC3)cc2c1=O	-7	1	1.2	-13	1.4	5	0.7	-1	31	1
COc1cc(CN2CCC(C(=O)N3CCC(C)CC3)CC2)cc(Br)c1O	82*	1	0.8	-10	0.8	-5	0.6	-2	36	1
CCn1cc(-c2cc(C(=O)O)on2)c(C)n1	-3	0.9	1.2	-11	1.2	7	0.9	-3	6	1
Cc1cc(N2C(=O)C(=O)/C(=C(/O)c3ccc(F)cc3)C2c2ccc(Cl)cc2)no1 (centres undefined)	-7	0.9	1.1	-14	1.1	8	0.9	-5	12	1.1
CC(C)(C)OC(=O)NCCCCc1cn(CC(=O)N2CCN(C(=O)OC(C)(C)C)CC2)nn1	0	1.1	1	-8	1	-8	1	0	4	1
COC(=O)c1cc(Cl)c(NC(=O)/C=C/c2ccc(OC)c(OC)c2)cc1OC	9	1	0.8	-9	0.9	-5	0.8	-3	17	1
O=C(O)c1ccc(N2C(=O)CC(N3CCC(c4nc5ccccc5[nH]4)CC3)C2=O)cc1 (centres undefined)	10	1.1	1	-9	1.1	-11	0.9	-4	6	1
CC(=O)Nc1cc(C(C)C)c(O)c(C(C)C)c1	-5	0.9	0.9	-15	0.9	13	0.9	-5	15	1
Cc1ccc(C(=O)N2CCN(S(=O)(=O)c3ccccc3[N+](=O)[O-])CC2)o1	-4	1	1.1	-12	1.1	4	0.9	-5	6	1
CCCC(=O)NCCc1cc2ccc(OC)cc2[nH]c1=O	-2	1	0.9	-8	0.9	0	0.9	-3	9	1
ON1C(c2ccc(Cl)cc2Cl)N(O)[C@H]2CCCC[C@H]21 (some centres undefined)	-10	0.8	1.3	4	1.1	16	1	-5	-1	1.1
Cc1ccc(N=Nc2c(C)[nH]n(C(N)=S)c2=O)cc1	29	1	1.1	-38	1.1	5	0.8	9	20	0.9
Fc1ccc(Cn2cnc3ccccc32)cc1	16	0.9	1.1	-4	1.1	9	1	-4	0	1
COc1ccc2[nH]c(=O)c(CN(C(=O)C3CCCO3)c3cccc(C)c3)cc2c1 (centres undefined)	.	0.9	1	-10	1	11	0.9	-1	10	1
COC(=O)c1cc(OC)c(OC)cc1NC(=O)c1ccoc1C	-3	1	1	-5	1	0	1	-5	-3	1.1
CC(NC(=O)Nc1ncccn1)(C(F)(F)F)C(F)(F)F	-4	1	1	-5	1.1	-4	1	-9	-1	1.1
Cc1cccc(NC(=S)NC(=O)c2cccs2)n1	-2	0.9	0.9	23	0.9	10	0.8	2	19	1
COC(=O)c1cc(/C=C/c2ccccc2)on1	0	1.1	1.1	12	1	-6	1	2	-1	1
COc1ccc(CNC(=O)C2CC(C)=C(C)CC2C(=O)O)cc1 (centres undefined)	-4	0.9	1.1	-3	1.1	5	1	3	2	1
COc1cc2nc(Cl)nc(N3CCCCC3)c2cc1OC	8	1	1	-6	1	4	0.8	0	17	1
CCOC(=O)c1[nH]c2ccc(Br)cc2c1NC(=O)CCN1CCC(C)CC1	41	1.1	1.1	-12	1.1	-6	1	-3	2	1
COc1ccc(Cl)cc1C(=O)NCc1cnn(C)c1C	-3	1.1	0.9	-9	0.9	-12	0.8	-1	17	1
CCOc1cccc(C(=O)NC2CCCCC2)c1	-1	0.9	0.9	-10	0.9	12	0.8	-4	15	1
Cc1c(O)ccc2c(CN3CCN(CCO)CC3)cc(=O)oc12	-9	1	1.1	-9	1	4	1.1	-4	-7	1
Cc1cccc(NC(=S)N2CCN(c3ccccc3)CC2)c1	-8	1	0.9	-20	1	4	0.9	-6	11	1.1
O=C(CSc1ccc2c(c1)OCCO2)NC(=O)NC1CCCC1	-8	0.8	1	-7	1	22	1.1	-2	-6	1
Cc1cc(C)cc(NC(=O)CN2CCN(CCN=CC3=C(O)CC(C)(C)CC3=O)CC2)c1	-3	1	1	-2	0.9	5	1	-1	2	1
COCCNC(=O)C(c1ccncc1)N(Cc1ccccc1)C(=O)Cn1nnc2ccccc21 (centres undefined)	-1	1.1	1.1	-8	1	-15	0.9	-3	10	1
O=C(CSc1nnc2scc(-c3ccc(Cl)cc3)n12)NCc1ccco1	2	0.8	1	-10	1	16	0.9	-1	8	1
O=C1c2cccc3cccc(c23)C(=O)N1CCN1CCN(CC(O)COc2ccc3ccccc3c2)CC1 (centres undefined)	81*	1	0.9	-10	1	3	1.2	2	-21	1
CCOc1cc(N2CCOCC2)c(OCC)cc1NC(=O)CCS(=O)(=O)c1ccc(Cl)cc1	-8	1.1	0.9	-11	0.6	-7	0.8	-6	20	1.1

Brought forward from above: four compounds, followed by the next part.
SMILES	L major viab	bIAP act	PMI activator	TNAP inh noacc	PMI act satM6P	bIAP inh	Diaphorase act	TNAP inh hi DEA	Diaph inh CS	TNAP act hi DEA
COCCNC(=O)C(c1ccncc1)N(Cc1ccccc1)C(=O)Cn1nnc2ccccc21 (centres undefined)	-1	1.1	1.1	-8	1	-15	0.9	-3	10	1
O=C(CSc1nnc2scc(-c3ccc(Cl)cc3)n12)NCc1ccco1	2	0.8	1	-10	1	16	0.9	-1	8	1
O=C1c2cccc3cccc(c23)C(=O)N1CCN1CCN(CC(O)COc2ccc3ccccc3c2)CC1 (centres undefined)	81*	1	0.9	-10	1	3	1.2	2	-21	1
CCOc1cc(N2CCOCC2)c(OCC)cc1NC(=O)CCS(=O)(=O)c1ccc(Cl)cc1	-8	1.1	0.9	-11	0.6	-7	0.8	-6	20	1.1
CCC(=O)NCc1c(C)c(C)n(Cc2ccccc2)c1-n1cccc1	28	1.1	1	-17	1	-9	0.9	-4	5	1
Fc1cccc(NC(=S)Nc2cccnc2)c1	11	0.9	1	9	1	6	0.9	0	14	1
CC(C)CC(NC(=O)C(NC(=O)C1OC2OC(C)(C)OC2C2OC(C)(C)OC12)C(C)C)C(=O)O (centres undefined)	44	0.9	0.9	-5	1	6	0.9	-4	13	1
CC(C)C(=O)NC(=S)Nc1ccccc1C(F)(F)F	24	0.9	1	7	1	6	0.9	-2	8	1
C=CCNC(=S)Nc1nc2c(cc1C(=O)OCC)CCCC2	40	1.3	1	-1	1	-29	0.9	1	9	1
CCC1=NN(C(=O)Cc2ccc([N+](=O)[O-])cc2)C(O)(c2ccncc2)C1 (centres undefined)	-2	1	0.9	0	1	1	1.1	0	-6	1
CSc1nc(SCC(N)=O)c2c3c(sc2n1)CN(C)CC3	23	1	1	-15	0.8	0	0.9	-2	13	1
CCOc1ccc(/C=N/NC(=O)c2ccc(CSc3nc4ccccc4[nH]3)cc2)cc1	-2	0.8	1	-25	1	19	1	-2	-2	1
O=C(NC(=S)N1CCCc2ccccc21)c1ccc(Br)cc1	-3	1.2	0.8	2	1.2	-16	0.9	6	11	0.9
CCC[C@@H](NS(=O)(=O)c1ccc(C)cc1)C(=O)Oc1ccc2c3c(c(=O)oc2c1)CCC3	1	0.9	0.9	-9	1	5	0.9	-5	6	1
COc1ccc(S(=O)(=O)N2CCN(C(=O)c3cccs3)CC2)cc1	-1	0.9	1.1	-13	1	5	0.9	-6	14	1.1
Cc1cc(C)nc(N2C(=O)CC(C(=O)O)NC2=NCCc2c[nH]c3ccccc23)n1 (centres undefined)	-11	0.9	1	-8	1	13	0.6	-1	41	1
Cc1cc(Br)ccc1NC(=O)C(C)c1ccc([N+](=O)[O-])cc1 (centres undefined)	35	1	0.9	22	1	3	0.8	-2	20	1
CCOC(=O)C1=C(CS(=O)(=O)c2ccccc2)NC(=O)NC1c1ccccc1 (centres undefined)	-5	0.9	1	2	1	7	1	-6	1	1.1
Cc1ccc(-c2nc3ccccc3[nH]2)cc1NC(=O)c1ccco1	12	0.9	0.8	-6	0.9	15	0.9	-4	9	1
COc1ccc(CN2CCC(C(=O)NCCc3ccc(OC)c(OC)c3)CC2)c(OC)c1	-6	1.2	0.9	-12	0.9	-21	0.9	-1	12	1
COc1ccc(NC(=O)Nc2ccc(OC)cc2)cc1	-7	0.9	1.1	-3	1.1	12	1	-4	1	1
Cc1ccc(-n2nc3c(SCCN4CCOCC4)nnc(C)c3c2C)cc1	1	1	1.1	0	1	-3	0.9	-5	10	1
COc1ccc(C(=O)NCCSCc2ccccc2)cc1OC	2	0.8	1	-17	0.9	17	0.8	-5	16	1.1
CCCC1C2CN(C(C)=O)CC=C2C(C#N)=C(N)C1(C#N)C#N (centres undefined)	-3	1	1	-7	1.1	2	1.1	-10	-10	1.1
